Assay outcomes from PubChem BioAssay.
AMA1-RON2 inh – inhibitors of Plasmodium falciparum AMA1-RON2 interaction; AlphaScreen AMA1-biotinylated RON2 peptide binding; hit rate 0.2% among 360,000; AID 720542; Potency, µM (top dose mostly 58.2 µM), inactives show at the highest dose activity change, negative = inhibition, most hits filed as inhibitors;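 also: potency is read from the fitted curve at half-maximal effect; 0% = vehicle wells and -100% = peptide control; nearly all actives have a fitted effect of over 45% in size; some results filed as inactive show a strong effect at the top dose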
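AMA1 (3D7) with his tag at 25 nM final met compounds first, then biotinylated RON2 peptide at 25 nM; detection used donor plus acceptor beads, 10 µg/mL apiece, read by AlphaScreen after 30 min at room temperature.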
LmPK inh – blocks Leishmania mexicana pyruvate kinase activity; purified LmPK, Kinase-Glo ATP luminescence, 1 h; Potency, µM (series often up to 57.5 µM), inactives show at the top dose activity change, negative = inhibition, actives largely listed as inhibitors; hit rate 0.37% among 290,000; AID 1721; also: potency is read from the fitted curve at half-maximal effect
Target sequence (Q27686 whole entry, looked up): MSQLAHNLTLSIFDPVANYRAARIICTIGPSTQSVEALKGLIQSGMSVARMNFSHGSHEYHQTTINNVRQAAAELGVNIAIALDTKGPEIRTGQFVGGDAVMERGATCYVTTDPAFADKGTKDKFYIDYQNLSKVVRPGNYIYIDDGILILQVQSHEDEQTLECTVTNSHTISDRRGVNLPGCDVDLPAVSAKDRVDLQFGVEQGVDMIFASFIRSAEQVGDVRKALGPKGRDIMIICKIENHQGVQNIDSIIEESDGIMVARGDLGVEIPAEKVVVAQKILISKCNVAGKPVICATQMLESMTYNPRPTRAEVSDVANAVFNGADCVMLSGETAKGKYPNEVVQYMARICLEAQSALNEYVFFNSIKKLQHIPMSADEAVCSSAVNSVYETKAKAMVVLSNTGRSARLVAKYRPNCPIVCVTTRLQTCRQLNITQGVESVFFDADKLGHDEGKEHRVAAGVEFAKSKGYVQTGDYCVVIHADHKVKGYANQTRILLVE
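Pyruvate kinase activity monitored as ATP production (luciferase luminescence). Conditions: 0.1 nM enzyme, 0.5 mM PEP, 0.1 mM ADP, 1 h, RT; normalized against uninhibited and no-enzyme wells.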
Sm TGR inh – blocks Schistosoma mansoni thioredoxin glutathione reductase | Q962Y6 | purified TGR, DTNB reduction, TNB absorbance 405 nm | Potency, µM (series often up to 114 µM), without a hit: top-dose activity change, negative = inhibition, usual class: inhibitors | hit rate 3% among 360,000 | AID 485364; also: potency is read from the fitted curve at half-maximal effect; nearly all actives have a fitted effect of over 60% in size
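Kinetic colorimetric format: TGR-catalysed, NADPH-driven DTNB reduction monitored via TNB absorbance. Enzyme dispensed at 20 nM; compound exposure 15 min at room temperature before reaction start.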
HCMV antiviral – blocks human cytomegalovirus replication; HFF cells, HCMV-luciferase reporter, 72 h; stronger effect = lower value; activity change, negative = inhibition, % at 57.5 µM; hit rate 4.5% among 410,000; AID 1259415; in the data active = activity change below about -60%; inconclusive = no clear call, values can overlap the other calls; inactive = above about -39%
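Screen run at 2 compound doses on HFFs infected with reporter HCMV, MOI 1 PFU/cell. Luciferase activity from cell lysates at 72 h post infection gave inhibition relative to buffer-only and Salinomycin wells.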
AmpC detergent – inhibitors of E. coli AmpC beta-lactamase with detergent; P00811; AmpC hydrolysis of nitrocefin, absorbance 480 nm, 0.01% Triton; Potency, µM (top dose mostly 114 µM), inactives show top-dose activity change, negative = inhibition, actives largely listed as inhibitors; hit rate 0.041% among 370,000; AID 485294;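 also: potency is read from the fitted curve at half-maximal effect; 0% = no-compound wells and -100% = no-enzyme wells; nearly all actives have a fitted effect of over 25% in size; some results filed as inactive show a strong effect at the top dose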
Target sequence (P00811 whole entry, looked up): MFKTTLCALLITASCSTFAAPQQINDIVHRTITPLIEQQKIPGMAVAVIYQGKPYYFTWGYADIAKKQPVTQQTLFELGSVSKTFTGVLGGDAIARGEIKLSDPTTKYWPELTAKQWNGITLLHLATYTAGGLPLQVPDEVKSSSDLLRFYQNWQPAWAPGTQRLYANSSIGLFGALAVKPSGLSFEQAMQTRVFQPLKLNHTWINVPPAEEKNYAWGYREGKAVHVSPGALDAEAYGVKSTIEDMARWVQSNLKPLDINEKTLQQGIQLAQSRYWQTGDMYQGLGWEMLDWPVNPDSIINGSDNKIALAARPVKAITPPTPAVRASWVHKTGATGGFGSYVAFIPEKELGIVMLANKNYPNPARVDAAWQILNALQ
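AmpC (5.3 nM in the dispensed reagent) in 20 mM phosphate pH 7.0 with 0.01% (detergent screen) or 0.0001% Triton X-100 was preincubated with compounds for 15 min at room temperature. Nitrocefin was then added from an 800 uM solution, and hydrolysis was followed at 480 nm.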
TbPYK inhibitor – inhibitors of Trypanosoma brucei pyruvate kinase | Q57TT1 | TbPYK enzyme, Kinase-Glo Plus ATP luminescence, 45 min | Potency, µM (series often up to 76.8 µM), for the others: at the highest dose activity, negative = inhibition, actives largely listed as inhibitors | hit rate 0.12% among 410,000 | AID 624173; also: potency is read from the fitted curve at half-maximal effect; nearly all actives have a fitted effect of over 50% in size
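ADP (130 uM final) triggers the TbPYK reaction after compound addition; incubation is 45 min at room temperature. Kinase-Glo Plus is then added and luminescence imaged. Normalized data are fitted to concentration-effect curves.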
AmpC inh no detg – inhibitors of E. coli AmpC beta-lactamase without detergent; AmpC nitrocefin hydrolysis, absorbance 480 nm, 0.0001% Triton; Potency, µM (top dose mostly 57.1 µM), for inactives: top-dose activity change, negative = inhibition, usual class: inhibitors; hit rate 0.52% among 330,000; P00811; AID 485341;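 also: potency is read from the fitted curve at half-maximal effect; plate controls were no compound for no effect and no enzyme for full effect; nearly all actives have a fitted effect of over 20% in size; some results filed as inactive show a strong effect at the top dose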
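AmpC (5.3 nM in the dispensed reagent) in 20 mM phosphate pH 7.0 with 0.01% (detergent screen) or 0.0001% Triton X-100 was preincubated with compounds for 15 min at room temperature. Nitrocefin was then added from an 800 uM solution, and hydrolysis was followed at 480 nm.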
Active calls of the source: *; [ ] = another dose, or the depositor's remark. Unless noted, calls follow the shape of the dose curve; as a rule, active = well fitted curve in the direction sought with a large enough effect; inconclusive = small, poorly fitted or top-dose-only effect, or another doubt; inactive = no such curve, though single readings can be large; an effect the other way counts as inactive or inconclusive. Unless noted, % is scaled to controls: 0 for no effect and ±100 for the full control effect. The order is random; about 7.4% have a hit in one of these screens.

Screening COc1cc(OC)cc(C(=O)NCC2CCCN(C(=O)c3csc(C(C)C)n3)C2)c1 (stereo not given) returned AMA1-RON2 inh 3.0%, LmPK inh 1.7%, Sm TGR inh -0.2%, HCMV antiviral -18.0, AmpC detergent 0.7%, TbPYK inhibitor 0.7% and AmpC inh no detg 15.5%.
CCOc1cc(C#N)c(NC(=O)c2cccnc2)cc1OCC was read as AMA1-RON2 inh 16.3%, LmPK inh -4.1%, Sm TGR inh 11.6%, HCMV antiviral inconclusive, AmpC detergent -5.7%, TbPYK inhibitor -0.3% and AmpC inh no detg -11.7%.
CCCCCC[N+](=O)[O-] was read as AMA1-RON2 inh 2.9%, Sm TGR inh -2.5%, HCMV antiviral -35.3, AmpC detergent 0.0%, TbPYK inhibitor 0.5% and AmpC inh no detg -11.5%.
O=C(O)CN1C(=O)/C(=C2\C(=O)N(Cc3ccccc3Cl)c3ccccc32)SC1=S was read as AMA1-RON2 inh -22.8%, LmPK inh 8.0%, Sm TGR inh 10.8%, HCMV antiviral -15.2, AmpC detergent 1.6%, TbPYK inhibitor -2.9% and AmpC inh no detg -25.6%.
Screening COCCNC(=O)C1CC2Cn3c(nc4cc(Cl)c(Cl)cc43)C2N1C (stereo not given) returned AMA1-RON2 inh 2.5%, LmPK inh 2.2%, Sm TGR inh -30.8%, HCMV antiviral 3.7, AmpC detergent 4.3%, TbPYK inhibitor 1.1% and AmpC inh no detg 15.3%.
Cc1cccc(NC(=O)c2nc[nH]c2C(=O)N[C@H](C)c2ccccc2)c1 was read as AMA1-RON2 inh 83.5%[activator], Sm TGR inh 0.0%, HCMV antiviral -1.5, AmpC detergent 1.1%, TbPYK inhibitor 5.9% and AmpC inh no detg 5.0%.
For O=C(CSc1nnc(-c2cccnc2)n1CCN1CCCCC1)Nc1cccc(Cl)c1 the results were AMA1-RON2 inh -3.4%[11.6 µM], LmPK inh 1.5%, Sm TGR inh -9.1%, HCMV antiviral 38.1, AmpC detergent 0.8%, TbPYK inhibitor -9.2% and AmpC inh no detg 47.6%.
O=C(NC1=NCCS1)c1sc2cc(Cl)cc(Cl)c2c1Cl was read as AMA1-RON2 inh 71.2%[activator], LmPK inh -2.6%, Sm TGR inh -4.1%, HCMV antiviral -30.9, AmpC detergent -8.0%, TbPYK inhibitor -1.6% and AmpC inh no detg -16.0%.
Screening CCN1C[C@@H]2[C@@H]3C(=O)N(Cc4ccccc4)C(=O)[C@@H]3[C@](Cc3ccccc3)(C1=O)N2C(=O)c1ccc(Cl)c(Cl)c1 returned AMA1-RON2 inh -0.2%, HCMV antiviral -3.3 and TbPYK inhibitor -2.1%.
`OCCCn1c(C(CO)Nc2nc(-c3ccc(Cl)cc3)cs2)nc2ccccc21` (stereo not given) gave AMA1-RON2 inh 20.9%, HCMV antiviral 54.0 and TbPYK inhibitor -4.5%.
For CC(C)CN(C(=O)COC(=O)CNC(=O)c1ccccc1F)C1CCS(=O)(=O)C1 (stereo not given) the results were AMA1-RON2 inh 7.7%, LmPK inh 4.8%, Sm TGR inh -2.3%, HCMV antiviral -32.6, AmpC detergent -0.8%, TbPYK inhibitor -1.1% and AmpC inh no detg -9.0%.
For Cc1ccc(C(=O)Nc2ccc(Cl)cn2)cc1S(=O)(=O)N1CCOCC1 the results were AMA1-RON2 inh -1.8%, LmPK inh -4.0%, Sm TGR inh -5.6%, HCMV antiviral 1.6, AmpC detergent -4.8%, TbPYK inhibitor -0.9% and AmpC inh no detg 5.6%.
Screening Cn1cnc2c(=O)oc3ccc(S(=O)(=O)N4CCN(c5ccccc5F)CC4)cc3c21 returned Sm TGR inh 1.9%, HCMV antiviral 8.9, AmpC detergent 17.8% and TbPYK inhibitor 2.2%.
Screening COc1ccc(-n2ccnc2CN2CCCC(CO)(Cc3cccc(OC)c3)C2)cc1 (stereo not given) returned AMA1-RON2 inh 18.8%, LmPK inh 0.4%, Sm TGR inh -9.0%, HCMV antiviral -29.8, AmpC detergent 4.4%, TbPYK inhibitor -4.5% and AmpC inh no detg 87.3%[activator].
Screening COC(=O)C1CC(=O)N(Cc2ccccc2)C1 (stereo not given) returned AMA1-RON2 inh 2.9%, LmPK inh -1.3%, Sm TGR inh -2.5%, HCMV antiviral 5.6, AmpC detergent inconclusive, TbPYK inhibitor -3.9% and AmpC inh no detg -10.6%.
Screening O=C1C2C3CC(C(Br)C3Br)C2C(=O)N1c1nccs1 (stereo not given) returned AMA1-RON2 inh -8.4%, HCMV antiviral 43.4 and TbPYK inhibitor 1.4%.
Screening O=C(Cn1ccc2cc(S(=O)(=O)N3CCCCCC3)ccc21)NCc1ccccc1Cl returned Sm TGR inh 1.9%, HCMV antiviral -14.5, AmpC detergent -2.9% and TbPYK inhibitor -0.3%.
CCc1nc2ccc(C(=O)N3CCNC(=O)C3)cn2c1N(C)CCC(C)C was read as AMA1-RON2 inh 6.6%, HCMV antiviral -8.1 and TbPYK inhibitor -0.5%.
C=C1C(C(=O)N2CCN(C)CC2)C1C(=O)N1CCN(C)CC1 (stereo not given) was read as AMA1-RON2 inh -13.4%, LmPK inh 7.5%, Sm TGR inh -3.9%, HCMV antiviral -9.7, AmpC detergent inconclusive, TbPYK inhibitor 2.9% and AmpC inh no detg -10.6%.
For CSc1nc(C)cc(/C=C\c2ccccc2)c1C#N the results were AMA1-RON2 inh 28.8%, LmPK inh 1.1%, Sm TGR inh -2.4%, HCMV antiviral 19.3, AmpC detergent 7.8%, TbPYK inhibitor -1.1% and AmpC inh no detg -1.0%.

Nothing new here: an excerpt of the list.
For Cc1ccc(C(=O)Nc2ccc(Cl)cn2)cc1S(=O)(=O)N1CCOCC1 the results were AMA1-RON2 inh -1.8%, LmPK inh -4.0%, Sm TGR inh -5.6%, HCMV antiviral 1.6, AmpC detergent -4.8%, TbPYK inhibitor -0.9% and AmpC inh no detg 5.6%.
Screening Cn1cnc2c(=O)oc3ccc(S(=O)(=O)N4CCN(c5ccccc5F)CC4)cc3c21 returned Sm TGR inh 1.9%, HCMV antiviral 8.9, AmpC detergent 17.8% and TbPYK inhibitor 2.2%.

Next part:
`O=S(=O)(NC1CCCC1)c1ccc(S(=O)(=O)NC2CCCC2)cc1` gave AMA1-RON2 inh -1.7%, LmPK inh 1.1%, Sm TGR inh -25.0%, HCMV antiviral 21.1, AmpC detergent -19.8%, TbPYK inhibitor 7.1% and AmpC inh no detg -26.7%.
For COc1ccc(CCn2c(O)c(C=NCCCN(C)C)c(=O)[nH]c2=O)cc1OC the results were AMA1-RON2 inh 13.4%, LmPK inh -1.1%, Sm TGR inh -1.1%, HCMV antiviral -24.9, AmpC detergent -10.9%, TbPYK inhibitor -7.0% and AmpC inh no detg -21.7%.
Cc1ccc(OCC(=O)N2CCC(C)CC2)c([N+](=O)[O-])n1 was read as AMA1-RON2 inh 8.2%[11.6 µM], Sm TGR inh inconclusive, HCMV antiviral 45.7, AmpC detergent -2.3%, TbPYK inhibitor 2.1% and AmpC inh no detg -4.7%.
`CC(=O)NCCCc1c[nH]c2ccc(Cl)cc12` gave AMA1-RON2 inh -4.0%, LmPK inh -4.4%, Sm TGR inh 1.4%, HCMV antiviral 28.6, AmpC detergent -10.1%, TbPYK inhibitor -4.4% and AmpC inh no detg 7.5%.
Screening O=S(=O)(Nc1ccc2oc(-c3ccccc3)nc2c1)c1ccccc1 returned AMA1-RON2 inh -11.6%, LmPK inh 1.7%, Sm TGR inh 16.9%, HCMV antiviral 45.6, AmpC detergent -0.6%, TbPYK inhibitor 1.7% and AmpC inh no detg -3.5%.
`O=[N+]([O-])c1ccccc1S(=O)(=O)Nc1cccnc1` gave AMA1-RON2 inh 1.9%, LmPK inh 0.6%, Sm TGR inh -24.6%, HCMV antiviral 20.0, AmpC detergent -12.0%, TbPYK inhibitor -0.3% and AmpC inh no detg -13.9%.
O=C(Nc1ccc(NC(=O)c2ccco2)nc1)c1ccco1 was read as AMA1-RON2 inh -1.7%, LmPK inh -5.2%, Sm TGR inh -1.0%, HCMV antiviral inconclusive, AmpC detergent -5.0%, TbPYK inhibitor -2.7% and AmpC inh no detg -19.0%.
Screening COC(=O)c1ccccc1NC(=O)c1ccc(NC(=O)C2CCCO2)cc1 (stereo not given) returned AMA1-RON2 inh 14.5%, LmPK inh -1.1%, Sm TGR inh 4.4%, HCMV antiviral 1.6, AmpC detergent 4.1%, TbPYK inhibitor -1.9% and AmpC inh no detg 28.5%.
Screening C[C@@H]1CN(Cc2nc(Cc3ccccc3F)no2)C[C@H](C)O1 returned AMA1-RON2 inh -16.1%, LmPK inh 0.3%, Sm TGR inh 7.6%, HCMV antiviral -13.9, AmpC detergent -1.7%, TbPYK inhibitor -0.1% and AmpC inh no detg -0.7%.
Screening CCOC(=O)/C(C#N)=C/c1cccc(C)c1 returned AMA1-RON2 inh 12.4%, LmPK inh -6.3%, Sm TGR inh 1.2%, HCMV antiviral 25.3, AmpC detergent -0.1%, TbPYK inhibitor -13.5% and AmpC inh no detg 1.6%.
Cc1cc(-c2n[nH]c(=S)n2/N=C/C(Cl)=C/c2ccccc2)n[nH]1 was read as AMA1-RON2 inh 12.0%, LmPK inh -5.2%, Sm TGR inh -2.0%, HCMV antiviral 76.1, AmpC detergent -14.4%, TbPYK inhibitor inconclusive and AmpC inh no detg -43.5%.
For CCOC(=O)C1CCN(S(=O)(=O)c2c(C)[nH]c(C)c2C(=O)N2CCCCC2)CC1 the results were AMA1-RON2 inh -3.2%, LmPK inh -1.3%, Sm TGR inh 0.9%, HCMV antiviral -21.9, AmpC detergent inconclusive, TbPYK inhibitor -0.6% and AmpC inh no detg -3.0%.
`Cc1cc(C)cc(N(CCC#N)C(=O)CSc2nc3nc(C)cc(C)n3n2)c1` gave AMA1-RON2 inh -1.4%, LmPK inh -3.4%, Sm TGR inh 6.1%, HCMV antiviral 65.0, AmpC detergent -13.5%, TbPYK inhibitor -3.0% and AmpC inh no detg 46.6%.
CC(C)(C)OC(=O)NCc1nc(N)n[nH]1 was read as AMA1-RON2 inh 1.6%, LmPK inh 3.9%, Sm TGR inh -0.6%, HCMV antiviral inconclusive, AmpC detergent inconclusive, TbPYK inhibitor -4.4% and AmpC inh no detg 2.4%.
`COc1ccc(NC(=O)C2(C)CCN2C(=O)Cc2ccccc2)cc1OC` (stereo not given) gave AMA1-RON2 inh 6.2%, HCMV antiviral -13.0 and TbPYK inhibitor -7.5%.
Cc1cc(C(=O)CN2C(=O)c3ccccc3C2=O)c(C)n1Cc1cccs1 was read as AMA1-RON2 inh -8.3%, LmPK inh -3.3%, Sm TGR inh -23.2%, HCMV antiviral -27.3, AmpC detergent -4.5%, TbPYK inhibitor 1.2% and AmpC inh no detg -22.7%.
